Assay outcomes as filed in PubChem.
TRPC4 act – activators of mouse TRPC4 channel, primary screen, Fluo4 calcium, HEK293 TRPC4beta/mu-opioid cells. AID 2237, 2010. Short transient receptor potential channel 4 (Mus musculus), Q9QUQ5. Fluo4 calcium fluorescence; active compounds read high. actives 0.49% (n = 310,000). B-score at 10 µM;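 active means B-score above 5 SD of library B-scores, and initial fluorescence ratio not above library mean plus 5 SD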;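 further: positive B-score marks a calcium rise read as TRPC4 activation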
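Assay system: HEK293 cells stably co-expressing mouse TRPC4beta and mu-opioid receptor / Timing: Fluo4 dye loading 45 min at room temperature, 110 s recording / Signal: Fluo4 calcium-sensitive dye fluorescence, kinetic, 1 Hz baseline / Read-out: integrated baseline-normalised fluorescence ratio, converted to per-well B score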
TMEM16A act – TMEM16A chloride channel activators or potentiators, primary screen, cell-based, HTS. Anoctamin-1 (Mus musculus), Q8BHY3. HEK293 TMEM16A/YFP-H148Q/I152L, iodide quench fluorescence; active compounds read low. B-score at 10 µM. actives 0.3% (n = 340,000);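 active means fluorescence-ratio B-score plate-corrected deviation score at least 3 library SD below zero, with starting fluorescence score within 5 deviations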;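 further: channel opened by trigger with iodide after compound preincubation; score built on the fluorescence ratio of max minus min over baseline; more negative score means more quench and so TMEM16A activation or potentiation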
KCNK3 block – human KCNK3 channel inhibitors, primary screen, CHO cells, FluxOR thallium flux, B-score; actives 0.84% (n = 340,000); AID 602410, 2012; B-score at 10 µM; Potassium channel subfamily K member 3 (Homo sapiens), O14649; FluxOR fluorescence; active compounds read low;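 active means B-score under library mean minus 4 SD, starting fluorescence ratio at most library mean plus 5 SD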;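 further: more negative B-score means stronger inhibition of thallium flux through KCNK3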
ANO1 block – TMEM16A chloride channel inhibitors, primary screen, cell-based, HTS; HEK293 TMEM16A/YFP iodide influx fluorescence, ionomycin; normalized B-score (activity score, 25-100; higher = stronger inhibition) at 10 µM; actives 1.2% (n = 310,000);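 active means ratio plate-corrected score three or more library SD toward inhibition, starting fluorescence score within five deviations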;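 further: score derived from kinetic fluorescence span divided by baseline fluorescence per well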
HDAC3 inhib – HDAC3 deacetylase inhibitors, primary screen, biochemical, fluorescence, cell-free homogeneous. recombinant HDAC3, fluorogenic peptide/trypsin coupled. inhibition, % at 8.3 µM. actives 0.15% (n = 320,000); in the data active means inhibition above about 26%, passing the limit was not always enough; inconclusive means no clear call, values can overlap the other calls
Target sequence (O15379 whole entry, looked up): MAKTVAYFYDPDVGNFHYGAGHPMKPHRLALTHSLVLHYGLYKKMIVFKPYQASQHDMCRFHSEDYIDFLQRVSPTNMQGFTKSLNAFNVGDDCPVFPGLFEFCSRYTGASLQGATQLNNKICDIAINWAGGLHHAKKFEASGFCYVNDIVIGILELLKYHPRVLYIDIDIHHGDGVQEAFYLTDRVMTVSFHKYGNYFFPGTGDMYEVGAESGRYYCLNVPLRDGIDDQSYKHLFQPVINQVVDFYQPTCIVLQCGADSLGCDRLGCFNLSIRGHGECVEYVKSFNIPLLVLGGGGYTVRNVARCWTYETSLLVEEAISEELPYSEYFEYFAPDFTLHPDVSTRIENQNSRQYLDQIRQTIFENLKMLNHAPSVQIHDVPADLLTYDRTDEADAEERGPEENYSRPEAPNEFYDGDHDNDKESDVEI
TRPC4 PAM – positive allosteric modulators of TRPC4, primary screen, cell-based, mouse TRPC4beta, HEK293 mu-opioid, Fluo-4 calcium; Short transient receptor potential channel 4 (Mus musculus), Q9QUQ5; DAMGO EC20, Fluo-4 Ca2+ flux; active compounds read high; B-score at 10 µM; actives 0.42% (n = 310,000); AID 2227, 2009;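 active means B-score of calcium response area above 5 SD of library B-scores, with initial fluorescence ratio within 5 SD of library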;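 further: B-score of integrated fluorescence ratio over time as area under calcium response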
DYRK1A inh – rat Dyrk1A kinase inhibitors, primary screen, biochemical, single point, plate reader. ADP-Glo luminescence, NFATc1 peptide. actives 0.43% (n = 310,000). inhibition, % at 12.5 µM; in the data active means inhibition above about 50%;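 further: plate controls were vehicle with enzyme for no effect and no enzyme for full effect; many of its hits are not listed in these tables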
KCNK9 inh – KCNK9 potassium channel inhibitors, primary screen, HEK293 cells, thallium flux; Potassium channel subfamily K member 9 (Homo sapiens), Q9NPC2; B-score at 10 µM; actives 1.2% (n = 310,000); FluxOR thallium flux fluorescence; active compounds read low; AID 488922, 2010;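 active means ratio B-score over 3 SD below the library mean, with starting fluorescence within 5 SD of its mean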;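 further: negative B-score means less thallium flux so channel inhibition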
Target sequence (Q9NPC2 whole entry, looked up): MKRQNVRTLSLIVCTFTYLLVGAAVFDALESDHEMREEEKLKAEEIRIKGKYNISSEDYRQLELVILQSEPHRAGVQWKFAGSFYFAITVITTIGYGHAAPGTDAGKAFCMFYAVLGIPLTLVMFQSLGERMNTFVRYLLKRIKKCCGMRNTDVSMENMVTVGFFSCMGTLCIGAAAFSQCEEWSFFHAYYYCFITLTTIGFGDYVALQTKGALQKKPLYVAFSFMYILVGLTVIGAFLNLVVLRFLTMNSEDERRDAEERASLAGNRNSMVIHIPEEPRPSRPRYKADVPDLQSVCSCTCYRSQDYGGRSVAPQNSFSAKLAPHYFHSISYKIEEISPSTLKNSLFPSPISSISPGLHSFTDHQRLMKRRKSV
hERG rescue – hERG rescue from dofetilide block, primary screen, cell-based, CHO-hERG, FluxOR thallium flux, dofetilide IC70; dofetilide IC70 present; Voltage-gated inwardly rectifying potassium channel KCNH2 (Homo sapiens), Q12809; activation (rescue from dofetilide block), less the hit threshold, % at 10 µM; AID 1511, 2009; actives 0.51% (n = 310,000);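 active means activation above the mean of controls blocked by dofetilide plus 5 SD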;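 further: thallium influx through hERG after potassium depolarization seen as dye fluorescence rise; in these data hits start at about 4.7%; inactives centre near -7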
KCNQ1 act – potentiators or activators of KCNQ1 channel, primary screen, cell-based, thallium flux, high-throughput | Potassium voltage-gated channel subfamily KQT member 1 (Homo sapiens), P51787 | CHO-K1 KCNQ1, thallium flux FluxOR fluorescence; active compounds read high | B-score at 10 µM | actives 0.35% (n = 310,000);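 active means fluorescence ratio B-score, a plate-corrected score, at least three library SD, with initial intensity B-score within 5 SD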
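Doses: Single concentration per compound, DMSO matched to controls | Test system: KCNQ1-transfected CHO-K1 cells | Timing: 90 min dye loading and 20 min compound exposure, both at room temperature | Measured by: Kinetic FluxOR thallium fluorescence, 10-s 1-Hz baseline, 110-s post-stimulus read | Medium: Assay buffer with matched DMSO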
KCNQ1 inh – inhibitors of human KCNQ1 channel, primary screen, cell-based, thallium flux, high-throughput; Potassium voltage-gated channel subfamily KQT member 1 (Homo sapiens), P51787; CHO-K1 KCNQ1, FluxOR thallium flux fluorescence; active compounds read high; B-score at 10 µM; actives 1.3% (n = 310,000); AID 2642, 2010;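 active means compounds whose thallium flux B-score, printed positive for inhibition, exceeds three library SD while starting fluorescence stays within three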;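 further: channel opened by potassium depolarization with thallium stimulus after 20 min compound exposure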
The depositor's hits bear a star; i = inactive; ? = inconclusive; nt = no result given. An excerpt, so the mix of outcomes need not match the whole.

entry	molecule	KCNQ1 act	TRPC4 PAM	hERG rescue	DYRK1A inh	TRPC4 act	KCNK9 inh	KCNK3 block	KCNQ1 inh	HDAC3 inhib	TMEM16A act	ANO1 block
1	CC1(c2nnc(-c3cccc(Cl)c3)o2)CC(c2cccc([N+](=O)[O-])c2)=NO1 (stereo not drawn)	i	i	-19	-8	i	i	i	i	3	-27*	i
2	COc1ccc(C2CC3(CC(C)(C)NC(=S)N3)Oc3cc(O)cc(C)c32)cc1 (stereo not drawn)	i	i	-5	-4	i	i	i	i	6	i	i
3	O=[N+]([O-])c1ccc2nc(-c3ccncc3)[nH]c2c1	i	i	-7	20	i	i	i	i	0	i	i
4	O=C(OCc1nc2ccccc2s1)c1ccc([N+](=O)[O-])o1	i	i	-8	13	i	i	i	i	0	i	i
5	CCN(CC)S(=O)(=O)c1ccc(NC(=O)CSc2nnc(-c3ccc(F)cc3)o2)cc1	i	i	-7	1	i	i	i	i	7	i	i
6	COc1ccccc1Cc1nc(-c2ccncc2)no1	i	i	-9	-4	i	i	i	i	0	i	i
7	CC(=O)OCc1c(C(F)(F)F)nn(C)c1Oc1cccc(C(F)(F)F)c1	i	i	-11	-2	i	i	i	i	-3	i	i
8	CC(C)c1c(C(=O)N/N=C/C=C/c2ccccc2)nnn1-c1nonc1N	i	i	-5	-1	i	i	i	i	-2	i	i
9	O=c1c(-c2ccnn2-c2ccc(F)cc2)cnc2n1CCS2	i	i	-4	-2	i	i	i	i	10	i	i
10	COCCOC(=O)CSc1ncccc1-c1nc2cc(C)c(C)cc2[nH]1	i	i	-3	9	i	i	i	i	-10	i	i
11	c1ccc2c(c1)Nc1cc3ccccc3cc1S2	i	i	-8	nt	i	i	i	i	-1	i	i
12	COc1cc(CNc2ccc(C)c(C)c2)cc(OC)c1OC	i	i	-4	7	i	i	i	i	-2	i	i
13	Cc1csc(SCC(=O)NC(C)c2ccccc2)n1 (stereo not drawn)	i	i	-1	4	i	i	i	i	1	i	i
14	CCO[C@@H]1OC(C(=O)N2CCN(Cc3ccccc3)CC2)=C[C@H](c2ccc(Br)cc2)[C@H]1CCCO	i	i	-9	0	i	i	i	i	-1	i	i
15	NS(=O)(=O)c1ccc(N=Nc2c(=O)[nH]n3c(=O)c4c([nH]c23)CCCC4)cc1	i	i	-7	4	i	i	i	i	14	i	i
16	C=CCNC(=S)Nc1sc2c(c1C#N)CCCC2	i	i	-2	nt	i	i	i	i	?	i	i
17	O=C(N/N=C/c1ccc([N+](=O)[O-])cc1)c1cc(-c2ccc3c(c2)OCO3)n[nH]1	i	i	-12	-3	i	i	i	i	0	i	i
18	CC1=NN(Cc2c(C)nn(Cc3ccccc3)c2C)C(C)(C)C1	i	i	-6	nt	i	i	i	i	5	i	i
19	C=CCn1cccc(C(=O)Nc2ccc(C)cc2)c1=O	i	i	-5	7	i	i	i	i	8	i	i
20	O=C(/C=C/Nc1ccc([N+](=O)[O-])cc1)c1ccc(Br)cc1	i	i	-6	0	i	i	i	i	-3	i	i
21	Cc1ccc(NC(=O)c2ccc(OCC3CCCO3)cc2)cc1 (stereo not drawn)	i	i	-13	-11	i	i	i	i	2	i	i
22	O=C(/C=C/c1ccco1)Nc1ccccc1C(=O)O	i	i	-4	0	i	i	i	i	6	i	i
23	COc1ccc(-c2nnc(SCC(=O)N(Cc3ccccc3)C(C)(C)C)o2)cc1OC	i	i	-10	2	i	i	i	i	8	i	100*
24	COc1ccc(S(=O)(=O)N2CCC(C(=O)NCc3cccs3)CC2)cc1	i	i	-11	-7	i	i	i	i	3	i	i
25	COc1cc(CN2CCC(C(=O)N3CCCC(C)C3)CC2)cc(OC)c1O (stereo not drawn)	i	i	-3	-4	i	i	i	i	2	i	i
26	Cc1nc(N)sc1C(=O)N1N=N1	i	i	-14	nt	i	i	i	i	-1	i	i
27	CN(C)C(=O)CSc1nnc(CCN)o1	i	i	-11	-5	i	i	i	i	-4	i	i
28	CCCCCCC(=O)N/N=C/c1ccco1	i	i	-8	-3	i	i	i	i	-2	i	i
29	CCOc1ccc(CN(CCO)CCO)cc1[N+](=O)[O-]	i	i	-7	9	i	i	i	i	-5	i	i
30	COc1c(N2CCNC(C)C2)c(F)cc2c(=O)c(C(=O)O)cn(C3CC3)c12 (stereo not drawn)	i	i	-9	nt	i	i	nt	i	-25	nt	i

(cont.)
entry	molecule	KCNQ1 act	TRPC4 PAM	hERG rescue	DYRK1A inh	TRPC4 act	KCNK9 inh	KCNK3 block	KCNQ1 inh	HDAC3 inhib	TMEM16A act	ANO1 block
31	O=C(Nc1ccc(-c2nc3ncccc3o2)cc1)c1ccco1	i	i	-12	-8	i	i	i	i	-1	i	i
32	N#C/C(=C/c1ccc(O)cc1)C(=O)NCc1ccc(Cl)cc1	i	i	-4	3	i	i	i	i	-1	i	i
33	O=C(CS(=O)(=O)c1cccc(C(F)(F)F)c1)Nc1ccccc1Cl	i	i	-10	2	i	i	i	i	2	i	i
34	CCN1CCN(C(=O)C2CC(=O)N(c3ccc(Cl)cc3)C2)CC1 (stereo not drawn)	i	i	-9	2	i	i	i	i	1	i	i
35	CCOc1ccc(N2CC(C(=O)Nc3cc(Cl)ccc3-n3cncn3)CC2=O)cc1 (stereo not drawn)	i	i	-4	9	i	i	i	i	?	i	i
36	CC(C)N1CCN(Cc2ccoc2)CC1CCO (stereo not drawn)	i	i	-7	-5	i	i	i	i	5	i	i
37	COc1ccc2cc3cc(C(=O)NCCc4ccc(OC)c(OC)c4)oc3nc2c1	i	i	-4	9	i	i	i	i	-8	i	i
38	COc1ccc(Br)c(OC)c1C(=O)NC(=O)Nc1c(F)cccc1F	i	i	-9	-6	i	i	i	i	-10	i	i
39	COc1ccc(-c2noc(CN3CCCCC3)n2)cc1OC	i	i	-14	-1	i	i	i	i	-1	i	i
40	COc1ccc(C2CC(c3ccc(Br)cc3)=NN2C(=O)CCC(=O)O)cc1OC (stereo not drawn)	i	i	-6	-1	i	i	i	i	4	i	i
41	CCOC(=O)Cc1csc(NC(NC(=O)CC)(C(F)(F)F)C(F)(F)F)n1	i	i	-9	-2	i	i	i	i	1	i	i
42	CC(CCc1ccccc1)NC(=O)C1CCN(S(=O)(=O)N2CCOCC2)CC1 (stereo not drawn)	i	i	-4	-3	i	i	i	i	3	i	i
43	CC(C)NC(=O)NC(=O)COC(=O)c1cc(S(=O)(=O)N2CCCCC2)ccc1N1CCOCC1	i	i	-16	2	i	i	i	i	6	i	i
44	COC1CCCCC1Nc1cccc(SC)c1 (stereo not drawn)	i	i	-2	-7	i	i	i	i	1	i	i
45	O=C(C(=O)N1CCCc2ccccc21)c1c[nH]c2ccccc12	i	i	-2	nt	i	i	i	i	nt	i	i
46	Cc1cccc(C(=O)NC(NCc2ccco2)C(Cl)(Cl)Cl)c1 (stereo not drawn)	i	i	-5	-9	i	i	i	i	1	i	i
47	CN1CC(=O)Nc2ccccc2C1=O	i	i	0	-4	i	i	i	i	-3	i	i
48	CCOC(=O)c1ccc(NC(=O)c2ccco2)cc1	i	i	-12	12	i	i	i	i	1	i	i
49	O=C(COC(=O)c1ccc([N+](=O)[O-])o1)Nc1cccc2ccccc12	i	i	-14	4	i	i	i	i	0	i	i
50	CC(=O)Nc1ccc(/C=N\NC(=O)CNS(=O)(=O)c2ccc([N+](=O)[O-])cc2)cc1	i	i	-3	6	i	i	i	i	-2	i	i
51	Cc1ccc(NC(=S)NCCC(c2ccccc2)c2ccccc2)c(C)c1	i	i	-11	5	i	i	i	i	8	i	i
52	COc1ccc(OC)c(C(C)NC(=O)C23CC4CC(CC(C4)C2)C3)c1 (stereo not drawn)	i	i	-4	0	i	i	i	i	-6	i	i
53	C=CCNC(=S)N/N=C/c1ccc(N(CC)Cc2ccccc2)cc1	i	i	-7	0	i	i	i	i	-1	i	i
54	CCN1C(=O)/C(=C\N(C(C)=O)c2ccccc2)OC1=S	i	i	-6	nt	i	i	i	i	7	i	i
55	CC(C)NC(=O)C(=O)Nc1ccc2c(c1)N(S(=O)(=O)c1cccs1)CCC2	i	i	-10	3	i	i	i	i	1	i	i
56	CN(C)CCCN(Cc1ccccc1)C(=S)Nc1ccc(OC(F)F)cc1	i	i	-7	-1	i	i	i	i	-10	i	i
57	COc1ccc(C2C(C#N)=C(N)Oc3c2sc2nc(C)cc(C)c32)cc1 (stereo not drawn)	i	i	-15	-4	i	i	i	i	-2	-7.1*	i
58	CCOC(=O)c1nc(S(C)(=O)=O)ncc1Cl	i	i	-12	1	i	i	i	i	-1	i	i
59	CCC(=O)Nc1nnc(SCC(=O)Nc2ccc3c(c2)OCCO3)s1	i	i	-7	7	i	i	i	i	-1	i	i
60	O=C(Cn1cc(C(F)(F)F)cc(Cl)c1=O)NCc1ccc(Cl)cc1	i	i	-14	-9	i	i	i	i	0	i	i

The results go on:
entry	molecule	KCNQ1 act	TRPC4 PAM	hERG rescue	DYRK1A inh	TRPC4 act	KCNK9 inh	KCNK3 block	KCNQ1 inh	HDAC3 inhib	TMEM16A act	ANO1 block
61	O=C(c1cccs1)N1CCC(c2nc3c(nnn3Cc3ccccc3)c(=O)[nH]2)CC1	i	i	-8	3	i	i	i	i	3	i	i
62	CCOC(=O)NC1(C(F)(F)F)C(=O)N(Cc2ccccn2)C2=C1C(=O)CC(C)(C)C2 (stereo not drawn)	i	i	-2	-8	i	i	i	i	9	i	i
63	O=C(O)CC1(CC(=O)N2CCC(C(=O)O)CC2)CCCC1	i	i	0	2	i	i	i	i	4	i	i
64	Cc1[nH]ccc(=O)c1OCc1ccccc1	i	i	-10	8	i	i	i	i	-1	i	i
